CF NFkB inh = inhibitors of PAF-induced NF-kB signaling, primary screen, cell-based, GFP fluorescence, uHTS | 0.86% of 360,000 active | KKLEB NF-kB-GFP reporter, GFP fluorescence overnight | inhibition, % at 5 µM | AID 588850, 2011;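 active means at least 50% inhibition at 5 µM, scaled per plate between neutral and stimulator controls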;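 further: PAF is a Pseudomonas aeruginosa culture filtrate used as stimulus; plate controls were PAF-stimulated DMSO wells for no effect and unstimulated DMSO wells for full effect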
KKLEB tox = cytotoxicity in KKLEB CF airway cells, primary screen, cytotoxicity control for CF NF-kB inhibitor project, cell-based, uHTS, fluorescence assay plates; 0.36% of 360,000 active; activity change (cytotoxicity), % at 5 µM; AID 602141, 2011; KKLEB CF airway cells viability, ATPlite luminescence, overnight; active compounds read low; cells stimulated with P. aeruginosa culture filtrate;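 active means corrected activity change at or below -50% at 5 µM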
TRPM1 prom inh = inhibitors of MITF-dependent TRPM1 promoter reporter, primary screen, cell-based, SK-MEL-5, single point, luciferase. AID 488899, 2010. inhibition, % at 12.5 µM. 0.83% of 330,000 active. SK-MEL-5 TRPM1 promoter luciferase, 24 h;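 active means mean inhibition across replicates of 60% or more, whatever share of single replicates reaches that level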; further: values of inactives mirror those of a sister screen read the other way
NR2E3 ag-1 = NR2E3 agonists in two-hybrid cells, primary screen, cell-based, luminescence, CHO-S, Gal4-NCOR/VP16-NR2E3; Photoreceptor-specific nuclear receptor (Homo sapiens), Q9Y5X4; inhibition of corepressor binding, % at 3.98 µM; AID 602229, 2012; 0.35% of 360,000 active; luciferase;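 active means inhibition above the mean of all tested compounds plus 3 SD, cut at about 70% in these data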;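 further: 0% = DMSO with NR2E3 transfected cells and 100% = cells lacking NR2E3 construct; higher means lower luciferase signal from less NR2E3 corepressor binding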
Target sequence (Q9Y5X4 whole entry, looked up, the tested form may be a part): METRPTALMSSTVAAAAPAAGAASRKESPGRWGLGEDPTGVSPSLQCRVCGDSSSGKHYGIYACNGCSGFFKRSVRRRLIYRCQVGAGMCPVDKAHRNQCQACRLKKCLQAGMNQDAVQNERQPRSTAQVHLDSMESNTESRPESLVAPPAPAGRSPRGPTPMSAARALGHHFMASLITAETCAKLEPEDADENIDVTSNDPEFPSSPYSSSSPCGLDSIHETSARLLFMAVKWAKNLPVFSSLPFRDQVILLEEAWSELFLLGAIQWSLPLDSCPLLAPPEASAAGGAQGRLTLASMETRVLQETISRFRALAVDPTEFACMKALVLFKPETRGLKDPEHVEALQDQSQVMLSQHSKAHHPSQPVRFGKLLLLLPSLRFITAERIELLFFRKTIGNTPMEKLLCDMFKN
HIF-2a block = HIF-2a reporter inhibitors, primary screen, luminescence, 786-0 RCC cells. 786-0 RCC cells HIF-2a reporter, luciferase luminescence, overnight. inhibition, % at 18.8 µM. 0.72% of 360,000 active. AID 624352, 2012;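 active means inhibition of the luminescence signal of 40% or more relative to plate controls, in a single-dose primary screen at 18.75 µM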
aDG glyco act = activators of alpha-DG glycosylation, primary screen, uHTS, Pro5-aDG cells, AlphaScreen; 0.22% of 360,000 active; activation, % at 10 µM; AID 624168, 2012; alpha-DG glycosylation AlphaScreen (IIH6); 0% Pro5, 100% B10-LARGE cell signal;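 active means activation of at least 8% versus controls, or a plate z-score of at least 8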;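 further: Pro5 are CHO cells carrying HIG-tagged alpha-DG that lacks glycosylation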
Peg3 promoter = Peg3 promoter-driven luciferase inhibitors, primary screen, cell-based, HeLa, luciferase luminescence; HeLa PEG-Prom luciferase reporter, overnight; inhibition, % at 20 µM; 1.7% of 360,000 active; AID 588405, 2011;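 active means inhibition of at least 50% at 20 µM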
TWEAK-Fn14 inh = inhibitors of TWEAK-Fn14 signaling, primary screen, luciferase reporter cells, uHTS; TWEAK-stimulated Fn14 reporter cells, luciferase luminescence, 8 h; inhibition, % at 10 µM; 2% of 360,000 active; AID 1159606, 2016; in the data active means inhibition above about 50%
Shn3 3UTR inh = reduction of Shn3 3'UTR firefly luciferase signal, primary screen, Schnurri-3 inhibitor project, cell-based, Clone20 osteoblasts, set 2; inhibition, % at 12.5 µM; 0.52% of 360,000 active; Clone20 osteoblast Shn3 3'UTR firefly luciferase, 24 h;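 active means mean inhibition of at least 75% with every replicate also reaching 75%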;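 further: 0% = median of neutral control wells and 100% = pilot-screen positive control compound; some compounds past the cut are filed as inactive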
NR2E3 ag-2 = inhibitors of NR2E3-RetCOR corepressor binding, primary screen, NR2E3 agonist project, biochemical, TR-FRET, GST-NR2E3, biotin-RetCOR; 1536-well; Photoreceptor-specific nuclear receptor (Homo sapiens), Q9Y5X4; 0.12% of 320,000 active; AID 2300, 2010; inhibition of corepressor binding, % at 4.78 µM;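 active means percent inhibition above the cutoff of mean plus 3 SD of all tested compounds, set per screening campaign, cut at about 20% in these data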;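 further: 0% = DMSO wells and 100% = biotin wells as full block of FRET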
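Test system – NR2E3–RetCOR corepressor complex · Quantity – NR2E3 fusion 1.35 nM · Buffer or medium – Tris pH 7.5 · Incubation – Compound–protein incubation for 5 h at 4 °C · Technique – TR-FRET, Eu(K)-anti-GST donor, streptavidin-D2 acceptor, ex 340, em 617/671 nm · Evaluation – percent inhibition of 671/617 nm emission ratio versus biotin and DMSO controls · Plate – 1536-well format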
hiPSC survival = enhancers of single-cell hiPSC survival, primary screen, ATPlite luminescence. 100% = ROCK inhibitor wells, 0% = DMSO. survival enhancement, % at 20 µM. 0.044% of 360,000 active. AID 602274, 2012; in the data active means survival enhancement above about 18%;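 further: cells exposed to compounds for 16 hours before the ATP read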
The depositor's hits bear a star.

Results for Cc1cc(C)n2nc(SCC(=O)NC(=O)c3ccccc3Cl)nc2n1 ?
CF NFkB inh: -11; KKLEB tox: -1; TRPM1 prom inh: 5; NR2E3 ag-1: -12; HIF-2a block: 13; aDG glyco act: 0.0; Peg3 promoter: -1; TWEAK-Fn14 inh: 0; Shn3 3UTR inh: -6; NR2E3 ag-2: 1; hiPSC survival: -0.4

What do the screens show for `Cc1cc(Oc2ccc(-c3ccccc3)cc2)n2ncnc2n1`?
CF NFkB inh: -2; KKLEB tox: -3; TRPM1 prom inh: -7; NR2E3 ag-1: -3; HIF-2a block: -60; aDG glyco act: 0.6; Peg3 promoter: -28; TWEAK-Fn14 inh: -3; Shn3 3UTR inh: -27; NR2E3 ag-2: 1; hiPSC survival: -1.0

Results for COc1ccc(CCN(C)C/C=C/c2ccccc2)cc1OC ?
CF NFkB inh: -18; KKLEB tox: -6; TRPM1 prom inh: -5; NR2E3 ag-1: -14; HIF-2a block: 4; aDG glyco act: 0.0; Peg3 promoter: -10; TWEAK-Fn14 inh: 7; Shn3 3UTR inh: -36; hiPSC survival: 0.2

Results for Cc1cc(C)cc(NC(=O)C2C3C=CC(O3)C2C(=O)O)c1 (stereo not drawn) ?
CF NFkB inh: -9; KKLEB tox: 6; TRPM1 prom inh: 12; NR2E3 ag-1: 0; HIF-2a block: 7; aDG glyco act: 0.0; Peg3 promoter: 7; TWEAK-Fn14 inh: -3; Shn3 3UTR inh: -12; NR2E3 ag-2: -2; hiPSC survival: 1.6

What do the screens show for `COC(=O)c1ccc(CCc2cc(O)ccc2O)cc1`?
CF NFkB inh: 23; KKLEB tox: -6; TRPM1 prom inh: -9; NR2E3 ag-1: -47; HIF-2a block: 32; aDG glyco act: 0.1; Peg3 promoter: -84; TWEAK-Fn14 inh: 87*; Shn3 3UTR inh: 83; hiPSC survival: -2.5

Results for COc1ccc(S(=O)(=O)N2CCOCC2)cc1NC(=O)CCCOc1ccc(Cl)cc1C ?
CF NFkB inh: -3; KKLEB tox: -11; TRPM1 prom inh: 7; NR2E3 ag-1: 4; HIF-2a block: 2; aDG glyco act: 0.3; Peg3 promoter: 0; TWEAK-Fn14 inh: -13; Shn3 3UTR inh: -4; NR2E3 ag-2: 3; hiPSC survival: -0.4

How did C/C(=N\NC(=O)COc1cccc(C)c1)c1ccc2ccccc2c1O do in these assays?
CF NFkB inh: 0; KKLEB tox: -8; TRPM1 prom inh: 10; NR2E3 ag-1: -30; HIF-2a block: -30; aDG glyco act: 1.0; Peg3 promoter: -13; TWEAK-Fn14 inh: -38; Shn3 3UTR inh: 39; hiPSC survival: 1.9

What do the screens show for `CCOc1ccccc1N(CC(=O)N1CCCC1)S(C)(=O)=O`?
CF NFkB inh: 4; KKLEB tox: 7; TRPM1 prom inh: 3; NR2E3 ag-1: 13; HIF-2a block: 21; aDG glyco act: -0.1; Peg3 promoter: 14; TWEAK-Fn14 inh: 11; Shn3 3UTR inh: -12; NR2E3 ag-2: 4; hiPSC survival: -0.9

What do the screens show for `C/C(=N\NC(=O)C(=O)Nc1c(C)n(C)n(-c2ccccc2)c1=O)c1ccc(Cl)s1`?
CF NFkB inh: -10; KKLEB tox: -2; TRPM1 prom inh: 18; NR2E3 ag-1: -6; HIF-2a block: 18; aDG glyco act: 0.1; Peg3 promoter: 19; TWEAK-Fn14 inh: 4; Shn3 3UTR inh: -23; NR2E3 ag-2: 0; hiPSC survival: -0.1

How did O=C1c2ccccc2C(=O)c2c1ccc(O)c2O do in these assays?
CF NFkB inh: -8; KKLEB tox: -20; TRPM1 prom inh: -1; NR2E3 ag-1: 3; HIF-2a block: -15; aDG glyco act: -0.2; Peg3 promoter: -23; TWEAK-Fn14 inh: 17; Shn3 3UTR inh: -1; hiPSC survival: -0.3

How did O=C1c2cccc3cccc(c23)C(=O)N1OS(=O)(=O)c1ccccc1 do in these assays?
CF NFkB inh: -25; KKLEB tox: -2; TRPM1 prom inh: -15; NR2E3 ag-1: 5; HIF-2a block: -50; aDG glyco act: 0.5; Peg3 promoter: -157; TWEAK-Fn14 inh: -3; Shn3 3UTR inh: -44; NR2E3 ag-2: 3; hiPSC survival: 3.5

Results for COC(=O)c1cc(NC(=O)/C=C/c2ccc3c(c2)OCO3)cc(C(=O)OC)c1 ?
CF NFkB inh: -13; KKLEB tox: -8; TRPM1 prom inh: -2; NR2E3 ag-1: 19; HIF-2a block: 22; aDG glyco act: 0.0; Peg3 promoter: 19; TWEAK-Fn14 inh: 31; Shn3 3UTR inh: 22; NR2E3 ag-2: -1; hiPSC survival: 0.0

How did CCc1ccccc1N(CC(=O)NCC1CCCO1)C(=O)CCC(=O)Nc1nccs1 (stereo not drawn) do in these assays?
CF NFkB inh: -8; KKLEB tox: 0; TRPM1 prom inh: -6; NR2E3 ag-1: -37; HIF-2a block: 15; aDG glyco act: -0.1; Peg3 promoter: 11; TWEAK-Fn14 inh: 6; Shn3 3UTR inh: -4; NR2E3 ag-2: -2; hiPSC survival: -0.8

Results for CCOC(=O)c1cc2c(s1)-c1c(C)cccc1OC2 ?
CF NFkB inh: 8; KKLEB tox: -4; NR2E3 ag-1: -55; HIF-2a block: -220; aDG glyco act: 0.1; Peg3 promoter: -220; TWEAK-Fn14 inh: -1; Shn3 3UTR inh: -64; NR2E3 ag-2: 0; hiPSC survival: -0.8

What do the screens show for `CN1CCN(c2nc(-c3ccccc3)ncc2S(C)(=O)=O)CC1`?
CF NFkB inh: 4; KKLEB tox: -4; TRPM1 prom inh: 10; NR2E3 ag-1: -1; HIF-2a block: 4; aDG glyco act: 0.1; Peg3 promoter: -3; TWEAK-Fn14 inh: 31; Shn3 3UTR inh: -17; NR2E3 ag-2: -2; hiPSC survival: -0.1

What do the screens show for `COc1ccc(CN(CCC#N)CCC2(c3ccccc3)CC(C)N(C)CC2C)cc1OC` (stereo not drawn)?
CF NFkB inh: 3; KKLEB tox: -3; TRPM1 prom inh: 12; NR2E3 ag-1: -1; HIF-2a block: -4; aDG glyco act: -0.4; Peg3 promoter: -29; TWEAK-Fn14 inh: 7; Shn3 3UTR inh: -24; NR2E3 ag-2: 1; hiPSC survival: -1.2

What do the screens show for `C=C(C)c1cccc(C(C)(C)NC(=O)N2CCN(c3ccccc3)CC2)c1`?
CF NFkB inh: 0; KKLEB tox: 0; TRPM1 prom inh: 5; NR2E3 ag-1: -7; HIF-2a block: 18; aDG glyco act: -0.2; Peg3 promoter: 24; TWEAK-Fn14 inh: 3; Shn3 3UTR inh: 19; NR2E3 ag-2: -2; hiPSC survival: 0.2

What do the screens show for `COc1cccc(C(=O)/C=C/Nc2ccc(S(=O)(=O)Nc3cccc(C(C)=O)c3)cc2)c1`?
CF NFkB inh: -11; KKLEB tox: 9; TRPM1 prom inh: 45; NR2E3 ag-1: -4; HIF-2a block: -19; aDG glyco act: 3.3; Peg3 promoter: 20; TWEAK-Fn14 inh: 45; Shn3 3UTR inh: 75; NR2E3 ag-2: -1; hiPSC survival: -3.0

How did CCOC(=O)C1CCCN(Cc2nc(N)nc(Nc3ccc(Cl)cc3)n2)C1 (stereo not drawn) do in these assays?
CF NFkB inh: 11; KKLEB tox: -9; TRPM1 prom inh: 28; NR2E3 ag-1: 17; HIF-2a block: 6; aDG glyco act: 0.0; Peg3 promoter: 8; TWEAK-Fn14 inh: 41; Shn3 3UTR inh: 16; NR2E3 ag-2: 4; hiPSC survival: 7.0

Results for Clc1ccc(-c2c[n+](Cc3ccc(Cl)cc3Cl)c3n2CCCCC3)cc1 ?
CF NFkB inh: 19; KKLEB tox: -22; TRPM1 prom inh: 43; NR2E3 ag-1: -11; HIF-2a block: 22; aDG glyco act: 0.0; Peg3 promoter: 11; TWEAK-Fn14 inh: 17; Shn3 3UTR inh: 47; NR2E3 ag-2: 3; hiPSC survival: 0.4

How did C/C(=N/NC(=O)CSc1nc2ccccc2n1C)c1ccncc1 do in these assays?
CF NFkB inh: 2; KKLEB tox: -9; TRPM1 prom inh: -3; NR2E3 ag-1: -5; HIF-2a block: 6; aDG glyco act: -0.3; Peg3 promoter: 7; TWEAK-Fn14 inh: -10; Shn3 3UTR inh: 12; NR2E3 ag-2: -1; hiPSC survival: 0.1

How did C=CCn1c(SCC(N)=O)nc2scc(-c3ccc(C)o3)c2c1=O do in these assays?
CF NFkB inh: 0; KKLEB tox: -5; TRPM1 prom inh: -16; NR2E3 ag-1: -60; HIF-2a block: -257; aDG glyco act: 0.1; Peg3 promoter: -321; TWEAK-Fn14 inh: 10; Shn3 3UTR inh: -74; NR2E3 ag-2: -1; hiPSC survival: -3.5

How did c1ccc(C2[C@H]3CN(CC4CCCCC4)[C@H](c4ccccc4)C34CC2(c2ccccc2)C4)cc1 (stereo partly drawn) do in these assays?
CF NFkB inh: 2; KKLEB tox: -10; TRPM1 prom inh: 4; NR2E3 ag-1: -13; HIF-2a block: -2; aDG glyco act: 0.3; Peg3 promoter: 20; TWEAK-Fn14 inh: 40; Shn3 3UTR inh: -1; NR2E3 ag-2: -3; hiPSC survival: -1.6

How did COc1cccc(NC(=O)COC(=O)C2CC(=O)N(c3ccc(C)cc3)C2)c1 (stereo not drawn) do in these assays?
CF NFkB inh: -1; KKLEB tox: 12; NR2E3 ag-1: -14; HIF-2a block: 4; aDG glyco act: -0.2; Peg3 promoter: 0; TWEAK-Fn14 inh: 5; Shn3 3UTR inh: -15; NR2E3 ag-2: 4; hiPSC survival: 0.5

Results for COc1c(OC)c2[nH]c(=O)cc3c4ccccc4n(c1=O)c23 ?
CF NFkB inh: -111; KKLEB tox: 12; TRPM1 prom inh: -1; NR2E3 ag-1: -17; HIF-2a block: 8; aDG glyco act: 0.3; Peg3 promoter: 14; TWEAK-Fn14 inh: -14; Shn3 3UTR inh: 3; NR2E3 ag-2: -1; hiPSC survival: 3.6

Screens as filed in PubChem BioAssay.
